Screening results deposited in PubChem by Broad Institute.
PvdQ acylase: blocks Pseudomonas aeruginosa PvdQ acylase activity; purified PvdQ acylase, fluorescence plate reader; inhibition, % at 10 µM; 0.063% of 340,000 active; in the data active = inhibition above about 30%, passing the limit was not always enough;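 also: 0% = vehicle neutral wells and 100% = reference inhibitor wells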
NSD2 inh: inhibitors of human histone methyltransferase NSD2 | 0.54% of 310,000 active | NSD2 peptide methylation, AlphaScreen, 120 min | AID 743445 | inhibition, % at 12.5 µM; in the data active = inhibition above about 50%
dFosB act: activators of mouse delta FosB homodimer | purified delta FosB, TAMRA-CDK5 oligo fluorescence polarization; percent of positive-control signal above neutral wells | P13346 | 0.99% of 340,000 active | AID 493131 | activation, % at 25 µM;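 active = mean activation above about 17%, with every replicate also reaching it, limit read from the data, passing the limit was not always enough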;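 also: fluorescence polarization rise as delta FosB binds a TAMRA Cdk5 AP-1 oligo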
Target sequence (P13346 whole entry, looked up): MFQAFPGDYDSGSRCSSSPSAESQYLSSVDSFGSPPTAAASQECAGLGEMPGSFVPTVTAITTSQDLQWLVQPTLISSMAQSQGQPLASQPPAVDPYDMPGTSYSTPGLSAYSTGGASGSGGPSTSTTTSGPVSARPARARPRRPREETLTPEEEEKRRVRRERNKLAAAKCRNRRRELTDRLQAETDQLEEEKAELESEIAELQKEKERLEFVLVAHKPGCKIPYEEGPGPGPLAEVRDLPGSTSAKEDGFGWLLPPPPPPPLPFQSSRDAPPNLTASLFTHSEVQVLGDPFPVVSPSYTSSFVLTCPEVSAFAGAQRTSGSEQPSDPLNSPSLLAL
CAL PDZ FP-1: inhibitors of human CAL PDZ peptide binding; Q9HD26; purified CAL PDZ, TMR-peptide fluorescence polarization, 1 h; inhibition, % at 20 µM; 0.02% of 330,000 active; AID 504414;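 active = highest replicate inhibition of at least 40%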;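 also: plate controls were DMSO neutral control wells for no effect and unlabeled competitor peptide control wells for full effect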
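Material: tagged CAL PDZ protein CerCALP, purified; buffer or medium: sodium phosphate/NaCl buffer pH 7.4 with TCEP, IgG, Thesit; also added: fluorescent TMR peptide probe; schedule: 1 h incubation at room temperature before polarization reading; technique: fluorescence polarization from S- and P-plane intensities, G-factor corrected; control set: unlabelled peptide and DMSO controls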
SR-BI uptake up: enhances SR-BI lipid uptake from DiI-HDL; CHO ldlA[mSR-BI] cells, DiI-HDL uptake fluorescence, 3 h; 100 = double the neutral-control signal; activation, % at 12.5 µM; 0.096% of 320,000 active;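 active = mean replicate activation of at least 60% and every replicate at or above 60%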;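 also: 0% = median plate neutral-control signal and 100% = twice that signal; values of inactives mirror those of a sister screen read the other way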
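Test system: SR-BI-overexpressing, LDLR-lacking CHO cells; Medium: Ham's F12 with 0.5% BSA, HEPES 25 mM, pH 7.4; Schedule: 3 h, 37 °C; Technique: bottom-read fluorescence, 550/595 nm.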
SR-BI DiI inh: blocks mouse SR-BI lipid uptake from DiI-HDL; inhibition, % at 12.5 µM; Q61009; 0.96% of 320,000 active; AID 488896; ldlA[mSR-BI] CHO cells, DiI-HDL uptake fluorescence, 3 h;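 active = mean replicate inhibition of at least 70% and a set share of replicates each scoring 70 or more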;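 also: 0% = median of neutral control wells and 100% = median of positive control wells; values of inactives mirror those of a sister screen read the other way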
CAL PDZ FP-2: blocks peptide binding to the human CAL PDZ domain | inhibition, % at 24.9 µM | 0.92% of 300,000 active | purified CAL PDZ, TMR-peptide fluorescence polarization, 1 h | AID 602252;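 active = mean inhibition of at least 30% with at least half of replicates also reaching 30%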;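 also: 0% = DMSO neutral control and 100% = excess unlabeled competitor peptide PRC23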
MITF TRPM1 HTS: increases MITF-driven TRPM1 promoter luciferase signal; SK-MEL-5 TRPM1-promoter luciferase, 24 h; % of positive control, neutral wells = 0; activation, % at 12.5 µM; 0.75% of 300,000 active; AID 588334;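 active = mean activation of at least 80% with every replicate also reaching 80%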;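 also: 0% = neutral control wells and 100% = parthenolide positive control wells; values of inactives mirror those of a sister screen read the other way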
PfHsp90 set2: inhibits growth of yeast expressing Plasmodium falciparum Hsp90 | S. cerevisiae expressing PfHsp90, BacTiter-Glo ATP, 48 h; yeast lacking PDR1 and PDR3 efflux regulators | inhibition, % at 9.4 µM | 0.32% of 310,000 active | AID 504621;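 active = every replicate shows inhibition above about 80%, whatever the replicate mean, limit read from the data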;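 also: 0% = DMSO neutral controls and 100% = 20 µM radicicol positive controls; yeast relying on Plasmodium falciparum Hsp90 in place of its own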
Rtt109 HAT inh: blocks Candida albicans Rtt109/Vps75 acetyltransferase activity; inhibition, % at 34.9 µM; purified Rtt109/Vps75, ThioGlo CoA-SH fluorescence, 4 h; 0.16% of 330,000 active; Q5AAJ8;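 active = inhibition of at least 50% in every replicate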
Target sequence (Q5AAJ8 whole entry, looked up): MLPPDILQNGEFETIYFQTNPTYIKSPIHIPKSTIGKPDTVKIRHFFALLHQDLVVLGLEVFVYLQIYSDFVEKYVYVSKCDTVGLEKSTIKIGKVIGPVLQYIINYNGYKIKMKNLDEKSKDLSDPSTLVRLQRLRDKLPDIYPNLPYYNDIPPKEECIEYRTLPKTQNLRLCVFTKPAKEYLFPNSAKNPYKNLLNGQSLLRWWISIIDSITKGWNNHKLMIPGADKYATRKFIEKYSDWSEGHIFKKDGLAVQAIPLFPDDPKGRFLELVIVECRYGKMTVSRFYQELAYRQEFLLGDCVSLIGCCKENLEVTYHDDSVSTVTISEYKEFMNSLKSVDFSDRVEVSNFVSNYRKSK
Starred values were filed as active, the others as inactive; x = no result given. Rows are unselected, and some 4.3% of all compounds hit somewhere here.

SMILES | PvdQ acylase | NSD2 inh | dFosB act | CAL PDZ FP-1 | SR-BI uptake up | SR-BI DiI inh | CAL PDZ FP-2 | MITF TRPM1 HTS | PfHsp90 set2 | Rtt109 HAT inh
Cc1noc(C)c1NC(=O)Nc1ccc2c(c1)C(=O)N([C@H](C)CO)C[C@H](C)[C@@H](CN(C)C(=O)Nc1ccc3c(c1)OCO3)O2 | -5.3 | x | -13.3 | -16.1 | 7.0 | -7.0 | -3.3 | 5.2 | 3.9 | 5.3
CCOC(=O)C1NC(=O)CC1c1ccccc1 (stereo unspecified) | -4.8 | -2.0 | -3.8 | -0.5 | 0.9 | -0.9 | -2.7 | -12.3 | -18.3 | -1.9
CCOC(=O)C1CCCN(C(=O)CSc2nc(C)cc(C)n2)C1 (stereo unspecified) | 8.2 | -0.5 | 3.3 | -1.6 | x | x | 6.1 | -17.8 | -28.3 | 0.3
Cc1ccc(-c2csc(NCCn3c(-c4ccncc4)nc4cc(C(F)(F)F)ccc43)n2)cc1 | 1.8 | x | -4.3 | -1.4 | 10.8 | -10.8 | -2.3 | -6.4 | -0.3 | -0.4
NC(=O)C1CCN(C(=O)c2cc3c(s2)CCCC3)CC1 | 1.7 | -2.1 | -1.9 | 0.0 | -3.5 | 3.5 | x | 23.6 | -5.5 | -3.8
CCOC(=O)c1c(C)nc2ccc(Cl)cc2c1-c1ccccc1 | -15.9 | -3.9 | -3.7 | 0.6 | -16.2 | 16.2 | -2.4 | 0.6 | 5.4 | -3.6
O=C1Nc2ccccc2/C1=C/c1ccc([N+](=O)[O-])cc1 | 2.4 | -2.2 | -10.1 | -2.1 | -0.8 | 0.8 | -5.6 | -2.6 | -18.3 | 9.2
CCC(C)NCCOCCOc1ccc(C)cc1OC (stereo unspecified) | -13.1 | x | 7.6 | -0.6 | 11.9 | -11.9 | 6.2 | -0.1 | -10.2 | 3.0
Cc1ccc(Oc2cnc3ccccc3n2)cc1 | -19.1 | -1.5 | 3.7 | -5.1 | -11.1 | 11.1 | x | 109.0* | x | -16.9
CCN(CC)S(=O)(=O)c1cc(NS(=O)(=O)c2cccc(C(=O)O)c2)ccc1C | -9.0 | -2.0 | 4.4 | -0.6 | 17.5 | -17.5 | x | -9.0 | -10.0 | 1.3
Cn1c(=O)c(C(=O)NC2CCCCCCC2)c(O)c2ccccc21 | -6.0 | -7.4 | -10.6 | -2.9 | -24.0 | 24.0 | -0.8 | 45.9 | 5.2 | 0.3
COCCOC(=O)c1[nH]c2c(c1C)C(=O)CC(c1ccccc1)C2 (stereo unspecified) | -6.5 | x | -10.7 | -0.2 | -68.1 | 68.1 | -2.3 | -29.8 | 3.9 | 4.3
COc1ccc2nc(SCC(=O)NCCc3ccccc3)[nH]c2c1 | -0.3 | 0.3 | -5.3 | -0.4 | 9.8 | -9.8 | 0.2 | 3.2 | -7.4 | 0.5
CN(C)c1ccc(CSc2ccccc2)cc1 | -15.5 | -1.9 | -0.1 | -2.4 | 8.9 | -8.9 | -6.9 | 106.3* | x | 1.5
Cc1ccc(C(=O)NNC(=O)CCOc2cccc(C)c2)cc1 | -24.3 | -2.4 | -7.1 | -0.8 | 23.3 | -23.3 | -9.1 | -9.5 | -19.3 | -5.1
Cc1ccc(-n2c(C)c(C)c3c(NCCO)ncnc32)cc1 | 6.0 | 2.6 | -7.9 | 0.7 | 0.5 | -0.5 | -1.0 | 57.6 | -12.2 | -1.9
O=C(COc1ccccc1)Nc1nnc(-c2ccccc2Cl)o1 | -6.3 | -1.8 | -13.5 | -5.0 | 18.9 | -18.9 | -1.5 | 10.2 | 0.2 | 8.5
O=C(c1ccco1)N1CCN(c2ccnc3cc(Cl)ccc23)CC1 | -5.3 | 1.4 | -24.2 | -0.6 | 18.7 | -18.7 | -2.6 | -1.9 | -18.8 | x
CCc1nn2c(=O)cc(COc3ccc(NC(=O)c4ccco4)cc3)nc2s1 | -6.0 | -5.2 | -10.6 | -0.7 | 0.8 | -0.8 | x | -2.0 | 16.7 | -2.6
c1ccc(C[n+]2cccc(-c3ccccc3)c2)cc1 | -15.1 | -2.1 | -7.5 | -0.4 | 2.5 | -2.5 | 1.1 | -0.4 | -9.3 | 2.3
CCC(C)NC(=O)CN(c1ccc(OC)cc1)S(=O)(=O)c1ccccc1 (stereo unspecified) | -6.9 | -0.6 | -0.4 | 0.2 | 23.6 | -23.6 | -0.9 | -2.3 | 12.0 | -0.2
O=C(O)CC1(CC(=O)N2CCN(CCO)CC2)CCCC1 | 0.0 | -0.8 | 1.1 | -4.0 | 3.1 | -3.1 | -2.6 | 5.2 | 16.9 | 0.2
O=C(NCCCN1CCOCC1)c1ccc2c(c1)N(Cc1ccc(F)cc1)CCS2 | -13.9 | 6.8 | -0.2 | -0.5 | -65.3 | 65.3 | -2.3 | -0.5 | 21.6 | 2.2
Cc1ccc(S(=O)(=O)N2CCCCC2)cc1NC(=O)c1ccc(Cl)nc1 | -7.4 | 0.4 | -4.1 | -1.5 | -17.9 | 17.9 | 6.4 | -3.8 | 14.8 | -4.2
c1ccc(Nc2nc(N3CCNCC3)nc(N3CCOCC3)n2)cc1 | 5.9 | -1.6 | 0.8 | -1.9 | -25.8 | 25.8 | 5.9 | 46.7 | -16.0 | 9.3
(continued)
SMILES | PvdQ acylase | NSD2 inh | dFosB act | CAL PDZ FP-1 | SR-BI uptake up | SR-BI DiI inh | CAL PDZ FP-2 | MITF TRPM1 HTS | PfHsp90 set2 | Rtt109 HAT inh
CO/N=C(/CS(=O)Cc1ccccc1Cl)c1ccc(Cl)cc1Cl (stereo unspecified) | -5.5 | -2.2 | -17.3 | -2.2 | 29.2 | -29.2 | -2.5 | 11.2 | -65.2 | 1.6
Cc1c(CC(=O)NCCC(C)C)c(=O)oc2cc3c(cc12)CCC(C)(C)O3 | -15.3 | -2.3 | -1.5 | -2.4 | -11.7 | 11.7 | -41.0 | 0.7 | 12.0 | 11.9
CCOC(=O)C1=C(COC(=O)COc2ccc(OCC)cc2)NC(=O)NC1C (stereo unspecified) | -0.6 | -3.3 | 4.1 | -2.8 | 35.0 | -35.0 | -1.7 | -1.9 | x | 19.5
O=C1c2ccccc2C(=O)C1(CO)c1ccc(OC(F)F)cc1 | 1.9 | 8.0 | 2.3 | -2.0 | -2.5 | 2.5 | 3.9 | 19.2 | 20.7 | -0.5
CC(=O)c1ccc(NC(=O)Nc2ccc3c(c2)nc(C)n3C)cc1 | -9.8 | -5.6 | -5.9 | 1.7 | -0.1 | 0.1 | -3.5 | 85.0* | 11.1 | -23.1
C=CCn1c(-c2oc3nc(-c4ccccc4)cc(-c4ccccc4)c3c2N)n[nH]c1=S | -0.7 | 8.4 | -10.1 | -1.8 | 10.5 | -10.5 | 4.0 | -10.6 | -32.0 | 19.8
O=C(Nc1nnc(CCc2ccccc2)s1)c1ccc(F)cc1 | -8.3 | -3.7 | -0.2 | -0.7 | -33.7 | 33.7 | -3.6 | x | -1.9 | -0.6
Cc1ccc(NC(=O)Cn2c([N+](=O)[O-])cnc2C)cc1 | -7.9 | 2.1 | -1.3 | -1.1 | 15.9 | -15.9 | -2.7 | 4.6 | x | -5.7
CC(=O)N[C@@H]1c2c(ccc3ccccc23)OC[C@@H]1COC(C)=O | -7.1 | -5.0 | -9.5 | -0.9 | 6.7 | -6.7 | 2.0 | -7.1 | -5.4 | -7.7
NC(=O)C1CC(=O)N(c2ccc(OCc3ccc([N+](=O)[O-])cc3)cc2)C1 (stereo unspecified) | -3.1 | -0.1 | -5.4 | 0.4 | -8.1 | 8.1 | -2.6 | x | 1.7 | 0.1
COC(=O)c1ccc(S(=O)(=O)c2ccc([N+](=O)[O-])cc2)cc1 | -15.9 | -0.1 | 2.4 | -0.3 | 19.2 | -19.2 | -4.1 | -4.7 | -1.5 | -0.9
N=C1/C(=C/c2ccc(-c3cccc(C(=O)O)c3)o2)C(=O)N=C2SC=C(c3ccccc3)N12 | -0.1 | x | -18.7 | -3.6 | -4.4 | 4.4 | -2.3 | 7.8 | -6.3 | -4.4
CSc1ncc(F)c(N(CCO)CCO)n1 | -2.9 | -3.3 | -0.6 | -0.9 | -4.9 | 4.9 | -3.2 | 6.1 | -2.9 | -10.0
CC(=O)Nc1ccc(NC(=O)Cc2sc(-c3cccnc3)nc2-c2ccc(C)cc2)cc1 | -7.1 | -0.4 | 29.8* | -1.3 | -5.6 | 5.6 | x | -6.7 | -15.1 | -4.7
CCOc1ccc(-c2nnc(-c3snc(-c4ccc(F)cc4)c3N=CN(C)C)o2)cc1 | 3.2 | 0.5 | -0.6 | -0.7 | -55.3 | 55.3 | 0.3 | -3.8 | 10.5 | 1.4
O=C(Nc1ccccc1F)C1CCN(C(=O)NCc2ccccc2)CC1 | -8.1 | 4.0 | -9.2 | -4.0 | 4.1 | -4.1 | -1.3 | -7.5 | 2.6 | -12.3
Fc1ccc(-c2cc(C(F)(F)F)nc(-n3cccn3)n2)cc1 | -11.8 | -2.3 | -10.7 | 0.5 | -22.7 | 22.7 | 1.3 | -1.5 | 13.4 | 3.7
COc1ccc(/C=C/c2ccc3cccc(O)c3n2)cc1Br | 10.8 | -0.8 | -8.5 | -1.3 | -56.1 | 56.1 | -1.0 | 57.7 | -0.6 | x
CCN(c1ccccc1)S(=O)(=O)c1cccc(C(=O)NCC(c2ccco2)N2CCCC2)c1 (stereo unspecified) | -5.4 | 0.1 | -4.6 | -1.0 | -1.5 | 1.5 | 1.1 | -0.1 | 2.6 | 8.6
CN(C)c1ccc(C(=S)N2CCN(Cc3ccccc3)CC2)cc1 | -9.5 | 12.9 | -2.9 | -1.2 | -7.6 | 7.6 | 0.4 | 13.1 | -4.4 | 4.2
O=c1[nH]c2c(oc3ccccc32)c(=O)n1Cc1ccccc1 | 2.0 | -2.3 | -15.7 | -1.5 | 12.5 | -12.5 | -1.2 | -2.0 | -15.1 | -0.7
COc1ccc(CCNC(=O)C2CCN(S(=O)(=O)N3CCCCC3)CC2)cc1OC | -6.6 | 4.6 | -3.6 | x | 5.4 | -5.4 | 1.1 | 9.6 | x | -2.5
COc1ccc(NC(=O)c2cccc(OS(=O)(=O)N(C)C)c2)cc1 | -12.5 | -1.3 | -7.8 | -1.3 | -14.6 | 14.6 | -15.3 | 49.1 | -18.4 | -4.1

Full records from above:
Shown for O=C(NCCCN1CCOCC1)c1ccc2c(c1)N(Cc1ccc(F)cc1)CCS2 → PvdQ acylase = -13.9; NSD2 inh = 6.8; dFosB act = -0.2; CAL PDZ FP-1 = -0.5; SR-BI uptake up = -65.3; SR-BI DiI inh = 65.3; CAL PDZ FP-2 = -2.3; MITF TRPM1 HTS = -0.5; PfHsp90 set2 = 21.6; Rtt109 HAT inh = 2.2
Shown for CN(C)c1ccc(C(=S)N2CCN(Cc3ccccc3)CC2)cc1 → PvdQ acylase = -9.5; NSD2 inh = 12.9; dFosB act = -2.9; CAL PDZ FP-1 = -1.2; SR-BI uptake up = -7.6; SR-BI DiI inh = 7.6; CAL PDZ FP-2 = 0.4; MITF TRPM1 HTS = 13.1; PfHsp90 set2 = -4.4; Rtt109 HAT inh = 4.2
